From PubChem BioAssay
PLC-beta3 inh: PLC-beta3 (human) inhibition, primary screen | Q01970 | Purified PLC-beta3, fluorogenic substrate, fluorescence | inhibition, % at 12.2 µM | 370,000 tested, 0.18% active; in the data active = inhibition above about 11%;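 note: 0% = median of compound wells on plate and 100% = full blocker control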
ASAP1 inh: inhibitors of human ASAP1 ArfGAP activity; 360,000 tested, 0.19% active; Q9ULH1; inhibition, % at 16.5 µM; ASAP1-stimulated ARF1 GTP hydrolysis, GDP FP detection; in the data active = inhibition above about 25%;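 note: 0% = vehicle with enzyme and substrate and 100% = no enzyme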
DDE Tn7 FP inh: DD(E)-Tn7 binding inhibition, primary FP screen. 370,000 tested, 0.13% active. inhibition, % at 8.3 µM. FP displacement of FITC-Tn7 peptide from fibrin DD(E); 0% = median of compound wells per plate;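 active = inhibition above the mean of compounds falling within the control limits plus 3 SD of them, cut at about 14% in these data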;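 note: 0% = plate median of compound wells and 100% = 10 µM Aha-Tn7 peptide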
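Assay system: human fibrin DD(E). Input: DD(E) 2 µM final. Medium: Tris buffer with calcium and detergent, pH 7.8. Compound dosing: single point at 8.3 µM. Timing: 10 min plus 3 h, room temperature. Technique: fluorescence polarization of the labelled Tn7 tracer. Read-out: percent inhibition. Replicates: singlicate testing.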
ARFGAP1 inh: inhibitors of rat ARFGAP1; Arfgap1-stimulated ARF1 GTP hydrolysis, GDP FP detection; inhibition, % at 16.5 µM; AID 651572; Q62848; 360,000 tested, 0.26% active;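 active = inhibition above a per-plate limit, mean inhibition of low control wells plus 3 SD, cut at about 25% in these data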;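 note: 0% = DMSO wells with enzyme and 100% = wells lacking Arfgap1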
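system = rat Arfgap1 catalytic domain, aa 1-136 | technique = FP, GDP Alexa 633 tracer displaced from anti-GDP antibody, 620/688 nm | compound = one concentration, 16.5 µM, DMSO 1.26% | medium = HEPES-based buffer, pH 7.5 | timing = compound-enzyme preincubation 20 min, reaction 120 min, detection 60 min, 25 °C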
DDE Tn6 FP inh: DD(E)-Tn6 binding inhibition, primary FP screen. P02675. Fibrin DD(E) TRITC-Tn6 fluorescence polarization displacement. inhibition, % at 8.3 µM. 370,000 tested, 0.21% active;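 active = inhibition above a per-campaign cutoff: mean of compounds within control limits plus 3 SD, cut at about 15% in these data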;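 note: 0% = median of all compound wells on the plate and 100% = blocking peptide control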
PLC-gamma1 inh: blocks human PLC-gamma1 enzyme activity. P19174. purified PLC-gamma1, fluorogenic substrate, fluorescence. inhibition, % at 12.2 µM. 370,000 tested, 0.84% active. AID 720700; in the data active = inhibition above about 9.5%
Target sequence (P19174 whole entry, looked up): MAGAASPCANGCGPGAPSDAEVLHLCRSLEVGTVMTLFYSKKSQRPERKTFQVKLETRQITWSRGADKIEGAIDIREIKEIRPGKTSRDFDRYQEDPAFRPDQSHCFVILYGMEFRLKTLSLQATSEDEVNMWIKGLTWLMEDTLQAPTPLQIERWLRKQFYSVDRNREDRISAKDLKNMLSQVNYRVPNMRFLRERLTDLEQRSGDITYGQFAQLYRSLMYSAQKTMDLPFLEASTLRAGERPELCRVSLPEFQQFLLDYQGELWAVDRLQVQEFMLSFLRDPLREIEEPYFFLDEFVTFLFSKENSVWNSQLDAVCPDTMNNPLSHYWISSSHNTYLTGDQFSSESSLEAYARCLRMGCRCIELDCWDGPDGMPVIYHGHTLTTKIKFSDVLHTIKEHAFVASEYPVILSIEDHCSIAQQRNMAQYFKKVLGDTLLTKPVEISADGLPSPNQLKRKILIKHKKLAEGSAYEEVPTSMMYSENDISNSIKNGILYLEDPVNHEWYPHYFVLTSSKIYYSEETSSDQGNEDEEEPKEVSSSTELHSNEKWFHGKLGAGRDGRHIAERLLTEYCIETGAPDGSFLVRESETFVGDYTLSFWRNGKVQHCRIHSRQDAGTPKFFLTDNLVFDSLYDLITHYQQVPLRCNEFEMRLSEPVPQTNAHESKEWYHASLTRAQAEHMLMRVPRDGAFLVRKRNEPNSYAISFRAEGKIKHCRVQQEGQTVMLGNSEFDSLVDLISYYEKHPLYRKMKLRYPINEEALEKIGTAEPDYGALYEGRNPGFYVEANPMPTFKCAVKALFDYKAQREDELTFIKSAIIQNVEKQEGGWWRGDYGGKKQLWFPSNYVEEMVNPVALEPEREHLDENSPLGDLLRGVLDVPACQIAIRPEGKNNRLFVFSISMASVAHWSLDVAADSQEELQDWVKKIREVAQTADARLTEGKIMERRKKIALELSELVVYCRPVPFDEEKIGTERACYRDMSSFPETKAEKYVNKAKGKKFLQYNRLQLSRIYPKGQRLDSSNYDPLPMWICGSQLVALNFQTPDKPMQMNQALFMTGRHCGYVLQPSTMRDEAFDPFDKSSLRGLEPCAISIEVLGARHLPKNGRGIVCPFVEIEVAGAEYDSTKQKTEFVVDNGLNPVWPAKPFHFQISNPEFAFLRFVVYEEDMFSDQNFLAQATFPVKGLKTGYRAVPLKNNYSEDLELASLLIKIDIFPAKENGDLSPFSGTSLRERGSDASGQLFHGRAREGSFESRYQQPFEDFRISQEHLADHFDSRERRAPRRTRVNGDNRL
NR1D1 modulator: modulators of human Rev-erb alpha DNA binding; activity, % at 10 µM; AID 1259318; 370,000 tested, 0.79% active; Rev-erbα–FITC-DNA binding, fluorescence polarization, 90 min; P20393;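 active = activity above about 14%, limit read from the data; passing the limit was not always enough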;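 note: 0% = DMSO wells with 35 nM protein and 100% = DMSO wells with 750 nM protein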
UHRF1 binding: blocks human UHRF1 binding to methylated DNA. Q96T88. UHRF1 binding to methylated oligo, TR-FRET. inhibition, % at 4.4 µM. 370,000 tested, 0.75% active; in the data active = inhibition above about 21%;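 note: UHRF1 SRA domain binding a hemimethylated CpG hairpin DNA probe; 0% = median of test compound wells and 100% = reference inhibitor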
proKLK7 act: activators of human kallikrein-7 zymogen; purified proKLK7, EDANS-DABCYL substrate fluorescence; 100% is mature enzyme control, 0% vehicle; AID 652039; P49862; 370,000 tested, 0.9% active; activation, % at 7 µM;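 active = activation above the mean of all tested compounds plus 3 SD, computed per campaign excluding outliers beyond control limits, cut at about 13% in these data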
HGIII-sPLA2 inh: Inhibits HGIII-sPLA2 liposome hydrolysis, primary screen; inhibition, % at 12.2 µM; Q9NZ20; QFRET BODIPY PC-A2 liposome hydrolysis, fluorescence; 370,000 tested, 0.56% active; AID 743126;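 active = inhibition above mean plus 3 SD of compounds lying within the high and low control bounds, cut at about 19% in these data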;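 note: 0% = median of test compound wells and 100% = no enzyme DMSO wells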
Numbers without * were called inactive; x = not tested or not shown. Compounds were not picked by outcome (roughly 4.5% active in at least one column).

SMILES	PLC-beta3 inh	ASAP1 inh	DDE Tn7 FP inh	ARFGAP1 inh	DDE Tn6 FP inh	PLC-gamma1 inh	NR1D1 modulator	UHRF1 binding	proKLK7 act	HGIII-sPLA2 inh
O=C(NC(=S)Nc1cccc([N+](=O)[O-])c1)c1ccccc1	-8	14	-2	13	-1	0	-3	4	-0.7	3
CSc1ccccc1C(=O)N1CCC(n2nccc2NC(=O)C(C)(C)C)CC1	-12	3	5	-7	2	8	-4	7	-0.5	6
COC(=O)c1ccc(CNC(=O)c2cc(COc3cncc(Cl)c3)on2)cc1	-15	11	-1	-14	4	-2	-5	4	-0.1	4
CCCC(=O)c1ccc(N2CCN(C(=O)c3ccccc3Br)CC2)c(F)c1	0	-21	0	7	6	1	1	-1	-0.6	3
COc1ccc(Cn2ccc3ccc(-c4ccc5ccn(Cc6ccc(OC)cc6)c5c4)cc32)cc1	-100	x	1	x	6	-69	1	0	-1.3	7
CC(C)(C)OC(=O)N1CCC(C(=O)Nc2cccc(C(=O)NC3CC3)c2)CC1	0	-2	4	-9	0	0	-1	0	-0.1	6
O=C(NCCc1cnccn1)C1CCC(=O)N(Cc2ccc(Cl)cc2)C1 (stereo not given)	-1	6	3	2	3	2	1	0	-0.1	-3
CC(=O)c1ccc(NC(=S)N2CCCC(CO)C2)cc1 (stereo not given)	5	-1	5	7	3	1	-2	2	0.3	3
CC(C(=O)Nc1cc([N+](=O)[O-])ccc1Cl)N1CCN(c2ccc(O)cc2)CC1 (stereo not given)	-3	5	3	-7	3	3	2	-1	-0.4	-20
COC(=O)c1ccccc1OCC(=O)N1CCN(c2ccc(F)cc2)CC1	0	-4	5	1	0	2	5	-1	0.3	2
O=C1NC(=O)C(c2cccs2)(c2cccs2)N1	0	2	2	4	0	7	-4	2	0.7	6
CCOC(=O)C1=C(C)Nc2[nH]c(=O)[nH]c(=O)c2C1c1cccs1 (stereo not given)	-8	3	1	-1	-1	-10	5	1	0.6	-4
CCCCCCc1nnc(NC(=O)OCC)s1	2	2	-5	3	-1	-2	-3	-2	0.2	1
COc1ccc(S(=O)(=O)N2CCC(C(=O)NCCC(=O)Nc3ccccc3OC)CC2)cc1	1	-2	-3	3	8	1	-4	1	0.5	0
CC(=O)c1ccc(N2C(=O)CC(N3CCN(S(=O)(=O)c4ccc(C)c(C)c4)CC3)C2=O)cc1 (stereo not given)	-5	-8	0	5	3	2	4	1	0.8	5
CCOC(=O)C1(C)CCN1C(=O)c1ccc(OC)c(OC)c1 (stereo not given)	-2	7	2	1	6	2	-2	3	-0.1	14
O=C1CC(O)(C(F)F)Oc2ccc3ccccc3c21 (stereo not given)	-233	6	-9	14	-3	-197	-3	-1	47*	1
O=C1NC[C@H](Cc2ccccc2)N(C[C@@H]2CCCN2C[C@H](Cc2ccc(O)cc2)N2C[C@H](Cc3ccccc3)N(CCc3ccccc3)C(=O)C2=O)C1=O	0	5	8	-11	3	0	-11	8	-0.2	-8
CC(=O)c1ccc(N2CCN(S(=O)(=O)c3ccc4c(c3)CC(=O)N4)CC2)cc1	-8	-11	-3	1	-3	-10	3	-6	0.4	-14
Cc1noc(C)c1NC(=O)N(C)C[C@@H]1OCc2cnnn2CCCC(=O)N([C@@H](C)CO)C[C@H]1C	2	-5	3	-1	1	-2	-6	0	-0.5	5
O=C(NCc1ccc(F)cc1)C(c1ccccc1)c1ccccc1	-1	-8	-8	3	-3	4	-1	1	0.0	0
CCOc1ccccc1N1CCN(C(=O)c2cccc(-c3ccc(O)cc3)c2)CC1	2	10	8	6	-7	-2	-2	-1	0.3	-36
Cc1cccc(C)c1NC(=O)C(NC=O)c1ccccc1Cl (stereo not given)	2	-4	6	-15	5	0	-1	-4	0.2	2
O=C(Cc1nnc(NC(=O)Nc2ccccc2)s1)Nc1ccccc1	-2	-2	-4	0	3	2	1	-2	0.4	-34
CCOC(=O)c1[nH]c2ccccc2c1NC(=O)C(CC)CC	-2	-6	-4	5	0	-10	-1	0	-0.3	-16
Cc1ccc2nc(NC(=O)C3CCN(C(=O)c4ccc(F)cc4)CC3)sc2c1	-12	-4	0	5	-2	-8	-2	2	-0.1	-1
Cc1ccc(-c2cc([C@H]3[C@@H]4C=CCC[C@@]4(C)C(=O)N3Cc3ccccc3)ccc2F)cc1	1	-3	0	3	2	4	0	-2	0.4	-5
COc1cc(/C=C(/NC(=O)c2ccccc2)C(=O)N2CCOCC2)c([N+](=O)[O-])cc1OC	-197	-1	-2	4	-6	-147	2	-1	3.2	-3
CCCc1nc2c3ccccc3ccn2c1Cc1ccccc1C(F)(F)F	-15	4	7	-1	-1	-8	-2	23*	0.5	4
O=C(CCCCCNc1nc(=S)[nH]c2ccccc12)NCCc1c[nH]c2ccccc12	2	-3	6	1	7	2	-1	-1	0.0	-6
CN(C)c1ccc(C(=S)N2CCOCC2)cc1Br	2	-1	-2	1	-4	2	-1	-1	0.8	4
CC1CCCC/C1=N\NC(=S)NCCc1ccccc1 (stereo not given)	-12	15	1	7	-2	-3	3	-1	0.0	5
C/C(CC(=O)Nc1cc(C)ccn1)=N\NC(=O)c1cccc(C)c1O	-106	5	3	-1	-5	-66	2	-6	-2.1	16
CCOC(=O)C1CCN(c2ccc(C(N)=O)cc2[N+](=O)[O-])CC1	0	13	10	-3	2	0	-1	0	0.1	10
COc1ccc(NC(=O)C2CCCN(c3c4c(nc5ncnn35)CCC4)C2)cc1 (stereo not given)	3	-1	1	3	-3	-2	4	-2	0.5	1
CC(C)CC(c1nnnn1CC1CCCO1)N1CCN(c2cccc(Cl)c2)CC1 (stereo not given)	0	-7	3	9	7	1	-1	-1	-0.5	12
CCCOC(=O)Nc1ccccc1C(N)=O	-1	-15	5	7	-7	-2	1	5	-0.4	4
CCOc1ccc(CCNC(=O)COC(=O)c2nc3nc(C)cc(C)n3n2)cc1OCC	0	-9	0	-10	-7	0	3	0	-0.3	-6
COc1ccc(N(CC(=O)Nc2cccc([N+](=O)[O-])c2C)S(C)(=O)=O)cc1OC	5	-7	-2	7	-7	3	1	-3	0.0	-4
CNc1nc(N)c([N+](=O)[O-])c(Nc2cccc(OC)c2)n1	5	x	-9	x	-2	3	1	-2	x	-2
CCCCOCCCNC(=O)C[C@@H]1C(=O)N2CCCC3=C2[C@@]1(C(=O)OCC)CCC3	1	x	5	x	-3	-2	-1	-2	-0.3	-2
O=C(CSc1nnc(-c2ccccn2)o1)Nc1ccc(F)cc1	-1	-9	0	3	7	1	-1	3	-0.1	4
Cc1cc(C)c(C2=CSC3=NS(=O)(=O)CCN23)c(C)c1	2	-11	-3	11	5	3	5	-1	-0.1	3
CCNS(=O)(=O)c1ccc(CCC(=O)NC2CCCC2)cc1	-4	0	5	-7	11	-3	8	1	0.0	7
CCC(C(=O)NC(C)(C)C)N(Cc1ccc(OC)cc1)C(=O)c1snc(C(N)=O)c1N (stereo not given)	-72	4	2	-5	-2	-53	0	-4	2.5	1
CCOC(=O)CC(=O)CSc1nc2c(cc1C#N)CCC2	-46	9	-10	6	-4	-36	-6	-1	7.1	-1
O=C(NCCCCc1ccccc1)c1cccc(NC(=O)C2CC2)c1	6	5	0	6	-3	0	-1	-2	-0.2	-3
C=C(C)c1cccc(C(C)(C)NC(=O)Nn2cnnc2)c1	3	1	0	13	-1	2	-1	0	0.1	-10

Record cards (already shown). Values in the order: PLC-beta3 inh	ASAP1 inh	DDE Tn7 FP inh	ARFGAP1 inh	DDE Tn6 FP inh	PLC-gamma1 inh	NR1D1 modulator	UHRF1 binding	proKLK7 act	HGIII-sPLA2 inh
O=C(CCCCCNc1nc(=S)[nH]c2ccccc12)NCCc1c[nH]c2ccccc12 is listed as 2	-3	6	1	7	2	-1	-1	0.0	-6
CCCCCCc1nnc(NC(=O)OCC)s1 is listed as 2	2	-5	3	-1	-2	-3	-2	0.2	1
Cc1cccc(C)c1NC(=O)C(NC=O)c1ccccc1Cl (stereo not given) is listed as 2	-4	6	-15	5	0	-1	-4	0.2	2

(next part)
SMILES	PLC-beta3 inh	ASAP1 inh	DDE Tn7 FP inh	ARFGAP1 inh	DDE Tn6 FP inh	PLC-gamma1 inh	NR1D1 modulator	UHRF1 binding	proKLK7 act	HGIII-sPLA2 inh
Cc1cccc(-n2c(O)cnc2Nc2nc(C)cc(C)n2)c1	3	-5	5	4	5	2	-3	1	-0.6	-1
CC1CCC(C(=O)NNC(=O)c2cc(-c3ccco3)[nH]n2)CC1 (stereo not given)	-7	-5	3	-5	4	-3	1	0	0.1	-5
CCCCCc1c(-c2cccc(OC)c2)ncn1CCc1ccccc1OC	-1	-14	-8	4	-11	4	-11	3	1.0	-23
Cc1cc(NC(=O)C(C)SCC(=O)OCc2ccc(Cl)cc2Cl)no1 (stereo not given)	-7	-5	-1	2	-3	-2	-1	-1	1.1	-5
COc1cccc(N=C2SC(CC(=O)Nc3ccccc3)C(=O)N2Cc2ccccn2)c1 (stereo not given)	-7	12	-5	-2	-2	1	-1	3	0.1	-58
NC(=O)C1CCN(C(=O)CN(c2cccc(C(F)(F)F)c2)S(=O)(=O)c2ccccc2)CC1	0	0	-7	6	-4	1	-4	-1	-0.8	-1
COc1cccc(C(=O)/C=C/Nc2ccc(S(=O)(=O)Nc3ccc(C(C)=O)cc3)cc2)c1	-43	11	5	14	-11	-23	0	-1	-0.5	-59
CCOc1ccccc1C(=O)NCCC(=O)O	2	-4	-1	-8	0	1	1	-1	0.2	-5
Cn1c(C(=O)N2CCN(Cc3ccccc3)CC2)cc2c(=O)n(C)c3ccccc3c21	-26	6	-6	5	-1	-24	-3	-5	-0.2	1
O=C(Cc1ccccc1)NCC(=O)N/N=C/c1cccnc1	-5	2	2	5	-4	-3	1	0	0.6	-1
COc1cccc(OC)c1C(=O)OCCCOC(=O)c1c(OC)cccc1OC	-5	-2	1	-5	1	-1	-21	2	-0.5	-6
COc1ccc(NC(=O)CCSCCC(=O)Nc2ccc(OC)cc2OC)c(OC)c1	3	13	-11	-6	-3	4	0	9	0.8	2
NC(=O)C1CCN(C(=O)c2ccc(Cl)c(S(=O)(=O)N3CCc4ccccc43)c2)CC1	-2	-5	1	21	0	1	-3	-2	0.3	17
C/C(=N\NC(=O)CCCNc1cccc(C)c1)c1ccncc1	-7	-10	-4	4	-4	-2	-3	0	0.4	3
COc1cc(C2C(C#N)=C(N)Oc3cc(N(C)C)ccc32)cc2c1OCO2 (stereo not given)	-69	13	-1	5	-2	-40	17	1	0.1	-6
Cc1ccc(-c2nn(-c3cc(Cl)ccc3[N+](=O)[O-])c(=O)c3ccccc23)cc1	2	5	6	1	-9	-1	1	0	-0.3	0
C#CCOc1ccccc1CNc1ccccc1	-3	8	0	19	6	-4	2	-2	-0.3	8
